# Compound activity deposited in PubChem BioAssay by National Center for Advancing Translational Sciences (NCATS).
# MCF10A rerep: DNA re-replication induction in MCF 10a cells. MCF 10A DNA re-replication, Hoechst nuclear intensity, 48 h. Potency, µM (series often up to 46.1 µM), without a hit: at the top dose activity, positive = re-replication, actives largely listed as activators. 2.9% of 350,000 active. AID 624296; note: potency is the fitted concentration of half-maximal effect; % of control where 0% means no effect; nearly all actives have a fitted effect of over 50% in size
# HepG2 viability: counter-screen for TGF-b inhibitors: cytotoxicity in HepG2 cells; 0.76% of 410,000 active; Potency, µM (titrated, usually from 46.1 µM), inactives show at the highest dose activity change, negative = cytotoxicity, usual class: cytotoxic; HepG2 CAGA-GFP viability, ATP luminescence, 18 h; note: potency is the fitted concentration of half-maximal effect; some results filed as inactive show a strong effect at the top dose
#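 CellTiter-Glo luminescence gave cytotoxicity after 18 hours at 37 degrees C. The cells were HepG2 CAGA-GFP in 1% FBS DMEM, stimulated with 500 pg/mL TGF-beta after compound addition. %Activity was normalised to no-cell wells (complete cell-killing) and DMSO (no toxicity), and curves were fitted and classified.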
# A549 viability: A549 cytotoxicity, counter-screen for Nrf2 inhibitors; A549 ARE-Fluc cells, CellTiter-Fluor viability, 18-24 h; Potency, µM (doses to about 46 µM), inactives show at the top dose activity change, negative = cytotoxicity, most hits filed as inhibitors; 0.16% of 390,000 active; AID 504648; note: potency is the fitted concentration of half-maximal effect; % is set by controls: 0 for no effect and ±100 for the full control effect
#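 Cytotoxicity counterscreen: CellTiter-Fluor fluorescence was measured in A549 ARE_Fluc cells after 18-24 h of compound exposure in a concentration series. The subsequent BugLite luminescent read reports ARE-luciferase activity.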
# IL1B secr inh: inflammasome signaling inhibition, IL-1 beta readout; activity change, % at 57.5 µM; THP-1 LPS/ATP IL-1B secretion, AlphaLISA, 16 h; active compounds read low; 4.7% of 360,000 active; in the data active = activity change below about -50%; inconclusive = mostly about -30% to -49%; note: % is set by controls: 0 for no effect and ±100 for the full control effect
#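 THP-1 cells pretreated 1 hr with compounds (up to 57.5 uM final), then stimulated with LPS (250 ng/mL final) plus ATP (1.25 mM final); secreted IL-1B measured by AlphaLISA after 16 hr, decreased signal indicating inhibition.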
# ATXN2 expr inh: reduces ATXN2 reporter expression in HEK-293 cells; HEK-293 ATXN2-luciferase reporter, luminescence, 24 h; Potency, µM (top dose mostly 57 µM), inactives show top-dose activity change, negative = inhibition, actives largely listed as inhibitors; 0.72% of 360,000 active; note: potency is the fitted concentration of half-maximal effect; % is set by controls: 0 for no effect and ±100 for the full control effect; nearly all actives have a fitted effect of over 55% in size
#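 qHTS (up to 57 uM final) was run with 24 h compound exposure of reporter cells at 37 °C. Each well was multiplexed: SteadyGlo luminescence measured ATXN2-luciferase expression after a fluorogenic Gly-Phe-AFC viability readout (25 uM final).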
# Nrf2 inh: inhibitors of Nrf2 signaling; A549 ARE-Fluc reporter, luciferase luminescence, 18-24 h; 2.1% of 360,000 active; AID 504444; Potency, µM (titrated, usually from 46 µM), inactives show at the highest dose activity change, negative = inhibition, most hits filed as inhibitors; note: potency is the fitted concentration of half-maximal effect; % is set by controls: 0 for no effect and ±100 for the full control effect; nearly all actives have a fitted effect of over 60% in size
#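 Reporter: ARE-Fluc in A549. Exposure: 18-24 h, 37 °C, 5% CO2, 5% FBS OPTI-MEM. Readouts: fluorescent cytotoxicity (CellTiter-Fluor), then luminescent Nrf2 signal after BugLite.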
# Nrf2 activator: activators of Nrf2 (ARE) signaling; Potency, µM (titrated, usually from 46.1 µM), inactives show top-dose activation, hits mostly activators; AREc32 ARE-luciferase reporter (MCF7-derived line), luminescence, 24 h; 0.31% of 410,000 active; AID 624171; note: potency is the fitted concentration of half-maximal effect; % of control where 0% means no effect; nearly all actives have a fitted effect of over 65% in size
#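 Steps: seed AREc32_Fluc cells (1000/well, 5% FBS OPTI-MEM); incubate overnight at 37 deg C; add 23 nL compound; incubate 24 hr; add Steady-Glo; hold 30 min RT; read luminescence.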
# ATXN viability: cell viability loss in ATXN counter-screen. S2 cells (HEK-293 line with an ATXN2-luciferase reporter) viability, CellTiter-Fluor protease fluorescence, 24 h. Potency, µM (series often up to 56.7 µM), most hits filed as cytotoxic. 0.49% of 400,000 active. AID 651635; note: potency is the fitted concentration of half-maximal effect; nearly all actives have a fitted effect of over 40% in size
# TGFb SMAD3 inh: blocks TGF-b signaling. Potency, µM (top dose mostly 46.1 µM), for the others: at the highest dose activity, negative = inhibition, most hits filed as inhibitors. 1.2% of 410,000 active. HepG2 CAGA-GFP TGF-b/SMAD3 reporter, GFP fluorescence, 18 h; TGF-beta stimulated, 500 pg/mL final; note: potency is the fitted concentration of half-maximal effect; % is set by controls: 0 for no effect and ±100 for the full control effect; nearly all actives have a fitted effect of over 65% in size
#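 HEPG2 CAGA-GFP, 1000 cells/well; 2 h settle, 37 C; cpd via pin tool; TGF-b 500 pg/mL final; 18 h, 37 C; GFP imaging ex488/em500-530; %Activity normalised to -TGF-b and +DMSO controls; CRC fit, curve class.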
# Numbers without * were called inactive; i = inactive; ? = inconclusive; nt = no result given; & = joins results of further samples; [ ] = another dose, or the depositor's remark. Unless noted, calls come from the whole dose curve; as a rule, active = well fitted curve in the direction sought with a large enough effect; inconclusive = small, poorly fitted or top-dose-only effect, or another doubt; inactive = no such curve, though single readings can be large; an effect the other way counts as inactive or inconclusive.
SMILES,MCF10A rerep,HepG2 viability,A549 viability,IL1B secr inh,ATXN2 expr inh,Nrf2 inh,Nrf2 activator,ATXN viability,TGFb SMAD3 inh
CCOc1ccc(OCC)c(S(=O)(=O)NNC(=O)c2c(C)nc3ccccn23)c1,2%,7%,0%,39,-14%,14%,-0.1%,i,4%
CC(C)(C)N(Cc1ccccc1)C(=O)c1ccc2c(c1)OCCO2,?,-4%,-9%,-12,-4%,-11%,0.2%,i,-3%
N#Cc1cccc(NC(=O)COC(=O)CCc2ccc(S(=O)(=O)N3CCOCC3)cc2)c1,?,-16%,0%,0,-6%,-2%,0.0%,i,-3%
COc1cc(CCNC2=CC(=O)c3ncccc3C2=O)ccc1O,?,2.5µM*,16µM*,-71*,24µM*,13µM*,-2.8%,nt,?
Nc1cccnc1Oc1ccc(F)cc1F,-2%,0%,2%,-15,11%,0%,0.1%,i,1%
O=C1C(=NO)CC(c2ccccc2)N1c1ccccc1 (stereo unspecified),1%,4%,-1%,-3,2%,10%,-0.7%,?,2%
COc1ccc(NS(=O)(=O)c2cccc(NC(=O)C3=NN(c4ccccc4)C(=O)CC3)c2)cc1,7%,-21%,-8%,13,nt,-19%,4.3%,i,?
CS(=O)(=O)N1CC(C(=O)NC2CCCC2)Oc2ccc(Cl)cc21 (stereo unspecified),3%,-9%,-6%,-10,4%,2%,0.3%,i,-9%
COc1cccc(CN2CCN(c3nc4nonc4nc3N3CCCCC3)CC2=O)c1,0%,5%,0%,-6,nt,5%,-0.7%,i,-8%
CN(Cc1cc2cc(F)ccc2[nH]1)Cc1nc(-c2cnccn2)no1,13%,-6%,7%,-1,1%,7%,0.5%,i,-9%
CCCN(C(=O)c1c(-c2ccccc2)noc1C)c1c(N)n(Cc2ccccc2)c(=O)[nH]c1=O,?,23%,2%,-13,-11%,-12%,-0.6%,i,-6%
O=C(CNC(=O)c1ccc2ccccc2c1)Nc1ncccc1O,0%,-1%,0%,88,33%,25%,2.2%,i,3%
Cc1ccc2c(CC(=O)N3CCN(S(=O)(=O)c4cccs4)CC3)coc2c1,0%,-17%,9%,-20,-9%,nt,3.9%,i,-15%
CCOc1ccc(S(=O)(=O)N(CC)CC(=O)NCc2ccncc2)cc1,-7%,2%,2%,18,5%,-3%,0.3%,i,4%
CC1CCN(C(=O)c2ccc3c(c2)NC(=O)/C(=C/c2ccccc2)S3)CC1,?,-19%,-18%,nt,-24%,?,0.1%,i,?
CCc1ccc(NC(=O)c2ccc(F)c(S(=O)(=O)NC3CCCCCC3)c2)cc1,nt,-17%,?,nt,nt,nt,-0.5%,nt,11µM*
Cc1ccc(S(=O)(=O)N2CCN(C(=O)c3ccc(N4CCCC4)c([N+](=O)[O-])c3)CC2)cc1,2%,45%,1%,i,-11%,-13%,0.3%,i,-5%
COc1ccc(NC(=O)Nc2ccccc2SC)c(OC)c1,6%,-19%,1%,-11,-8%,8%,-0.1%,i,-2%
C=CCN(C(=O)CSc1nc2[nH]ncc2c(=O)n1-c1ccccc1OC)c1ccccc1,0%,-7%,-4%,6,21%,nt,-0.4%,i,12%
Cn1c(SCC(=O)NCCc2ccccc2)ncc(C(=O)Nc2ccccc2)c1=O,15%,-12%,-10%,-4,-8%,16%,-0.7%,i,11%
CSc1ccccc1OCc1cc(C(=O)N(C)CC2COCCO2)no1 (stereo unspecified),2%,-16%,0%,0,39%,15%,0.8%,i,-2%
Cc1ccc(-c2nnc(-c3ccc4c(c3)OCO4)o2)cc1,-2%,16%,-1%,-6,16%[11.3 µM],?,3.1%,i,-8%
CCCS(=O)(=O)Nc1ccc(Nc2c3ccccc3nc3ccccc23)c(OC)c1,21%,-84%,?,-94*,?,?,22%,12µM*,10µM*
CSc1ccc(CN2C(=O)NC3(CCCCCC3)C2=O)cc1,0%,-11%,1%,-60*,-21%,18µM*,2.8%,i,8%
CCCCCCn1c(=O)n2n(c1=O)[C@@H]1CN(S(=O)(=O)c3ccc(C)cc3)C[C@]1(O)[C@@H](OC(=O)Nc1cccs1)C2,nt,-98%,nt,-52*,-25%,nt,-4.8%,?,?
SMILES,MCF10A rerep,HepG2 viability,A549 viability,IL1B secr inh,ATXN2 expr inh,Nrf2 inh,Nrf2 activator,ATXN viability,TGFb SMAD3 inh
O=C(Cc1ccc(Cl)cc1)Nc1ccc(NC(=O)c2ccccc2)cc1,-2%,4%,-4%,16,-32%,7%,0.3%,i,12%
CCOc1ccc(S(=O)(=O)NCCC(=O)OCC(=O)N2CC(=O)Nc3ccccc32)cc1,-1%,-1%,1%,21,nt,12%,0.8%,?,-3%
CNC(=S)N(C)c1ccccc1,-3%,2%,-16%,12,5%,14%,0.2%,?,-9%
COc1ccccc1C1CCN(c2ccc(CO)cc2[N+](=O)[O-])CC1,?,-34%,-3%,-18,-11%,-6%,4.2%,i,?
O=C(COc1ccccc1)Nc1nnc(S(=O)(=O)N2CCCCCC2)s1,9%,-10%&-16%,5%&1%,-21,8%&10%,-22%&23%,0.1%&-0.7%,i,-7%&-36%
NC1=NS(=O)(=O)NC1c1ccc(F)cc1 (stereo unspecified),4%,-3%,4%,-5,3%,1%,-0.3%,i,-2%
CCc1cccc(C)c1NC(=O)COC(=O)Cc1ccccc1,nt,16%,nt,4,nt,nt,-1.7%,?,5%
CCOc1ccc(OCCCC(=O)NNC(=O)c2ccncc2)cc1,-1%,0%,1%,7,8%,13%,-0.3%,i,-13%
Cc1c(S(=O)(=O)N2CCC(C)CC2)c(=O)n(C)c(=O)n1C,-2%,-2%,-4%,14,18%,4%,0.1%,i,6%
CCc1noc(C)c1C(=O)Nc1nc2c(F)cc(F)cc2s1,?,-5%,-5%,32,2%,?,-0.2%,i,?
COc1cc(OC)nc(Oc2ccccc2/C=N/O)n1,9%,-10%,6%,10,nt,13%,3.3%,i,-2%
COCCN(C(=S)Nc1ccc(C)c(C)c1)C(C)c1ccco1 (stereo unspecified),0%,-32%,17%,8,nt,1%,2.5%,i,?
CC(C)c1ccc(/C=N\NC(=O)c2ccc(Cn3cccn3)o2)cc1,9%,-8%,-11%,-6,0%,6%,2.2%,i,9%
O=C(N/N=C/c1ccc2c(c1)OCO2)C(O)c1ccccc1 (stereo unspecified),-7%,21%,1%,-6,14%,?,4.1%,i,2%
COc1cc(C(=O)NCC(c2cccnc2)N2CCc3ccccc32)cc(OC)c1OC (stereo unspecified),nt,-30%,-17%,nt,nt,-2%,3.9%,nt,-25%
COc1cc(C=O)c(-c2c(C=O)cc(OC)c3c2OCO3)c2c1OCO2,3%,-18%,-12%,15,-28%,11%,10%,?,-18%
CC(=O)N1CCc2cc(S(=O)(=O)CCC(=O)Nc3c(C)n(C)n(-c4ccccc4)c3=O)ccc21,1%,-17%,-8%,23,-16%,6%,-0.6%,?,17%
COc1ccc(S(=O)(=O)N(CC(=O)NCc2ccc(C)cc2)c2ccc(Cl)cc2)cc1,nt,-3%,-1%,nt,-5%,3%,0.2%,i,?
Cc1ccc2nc3ccc(N4CCCCCCC4)nn3c(=O)c2c1,?,-5%,2%,-6,38%[activator],22%,2.2%,i,0%
C=CCNc1nc(NCCOc2ccccc2Cl)c2sc(-c3ccccc3)cc2n1,nt,-53%,nt,-111*,?,nt,2.7%,?,?
Nc1ccc(S(=O)(=O)Nc2ccc(S(N)(=O)=O)cc2)cc1,-1%,-6%,7%,21,-7%,-6%,-0.3%,i,11%
CCOC(=O)c1[nH]cnc1C(=O)N1CCN(C(=O)OC(C)(C)C)CC1,?,0%,6%,0,3%,19%,0.1%,i,-5%
CN(C)S(=O)(=O)c1cc(NC(=O)COC(=O)C2CSC3(C)CCC(=O)N23)ccc1Cl (stereo unspecified),0%,3%,2%,1,-2%,6%,0.2%,i,20%
Cc1ccc(N2CC(NC(=O)c3ccco3)CC2=O)cc1C (stereo unspecified),nt,-18%,2%,nt,nt,nt,3.6%,nt,3%

# Looked up one by one from above, 3 records:
SMILES,MCF10A rerep,HepG2 viability,A549 viability,IL1B secr inh,ATXN2 expr inh,Nrf2 inh,Nrf2 activator,ATXN viability,TGFb SMAD3 inh
COc1cc(C(=O)NCC(c2cccnc2)N2CCc3ccccc32)cc(OC)c1OC (stereo unspecified),nt,-30%,-17%,nt,nt,-2%,3.9%,nt,-25%
CN(C)S(=O)(=O)c1cc(NC(=O)COC(=O)C2CSC3(C)CCC(=O)N23)ccc1Cl (stereo unspecified),0%,3%,2%,1,-2%,6%,0.2%,i,20%
CC(C)c1ccc(/C=N\NC(=O)c2ccc(Cn3cccn3)o2)cc1,9%,-8%,-11%,-6,0%,6%,2.2%,i,9%

# Record cards, from the list above.
# O=C(Cc1ccc(Cl)cc1)Nc1ccc(NC(=O)c2ccccc2)cc1 in the list: MCF10A rerep: -2%; HepG2 viability: 4%; A549 viability: -4%; IL1B secr inh: 16; ATXN2 expr inh: -32%; Nrf2 inh: 7%; Nrf2 activator: 0.3%; ATXN viability: i; TGFb SMAD3 inh: 12%
# COc1cc(C=O)c(-c2c(C=O)cc(OC)c3c2OCO3)c2c1OCO2 in the list: MCF10A rerep: 3%; HepG2 viability: -18%; A549 viability: -12%; IL1B secr inh: 15; ATXN2 expr inh: -28%; Nrf2 inh: 11%; Nrf2 activator: 10%; ATXN viability: ?; TGFb SMAD3 inh: -18%
